Gli-Sufu block – Gli-Sufu pathway antagonists, primary screen, luciferase luminescence, Sufu-KO-LIGHT cells, uHTS; AID 588413, 2011; Sufu-KO-LIGHT fibroblasts, Gli luciferase reporter luminescence; inhibition, % at 5 µM; hit rate 0.74% among 340,000;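 active means inhibition above about 55%, limit read from the data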;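 further: 0% = DMSO-treated cells and 100% = wells with medium but no cells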
A3A deaminase – APOBEC3A ssDNA deaminase inhibitors, primary screen, selectivity assay for APOBEC3G inhibitor project, biochemical, FAM/TAMRA oligo cleavage fluorescence; DNA dC->dU-editing enzyme APOBEC-3A (Homo sapiens), P31941; recombinant A3A, FAM/TAMRA ssDNA deamination fluorescence; inhibition, % at 20 µM; hit rate 0.41% among 330,000; AID 493011, 2011;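 active means at least 40% inhibition at 20 µM here, with at most 30% in a related deaminase screen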;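 further: plate controls were A3A with DMSO for no effect and wells lacking A3A enzyme for full effect; some results filed as inactive read as strong as hits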
CCR6 antag – CCR6 receptor antagonists, primary screen, cell-based, CHO-K1, luminescence, beta-arrestin, uHTS; AID 493098, 2011; C-C chemokine receptor type 6 (Homo sapiens), P51684; hit rate 0.49% among 340,000; CHO-K1 CCR6 PathHunter beta-arrestin, CCL20-stimulated; inhibition, % at 20 µM;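 active means compounds whose inhibition of the agonist-driven luminescence signal at 20 µM reaches about 50%, limit read from the data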;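 further: cells stimulated with CCL20 at 14 nM final; plate controls were DMSO with CCL20 for no effect and DMSO without agonist for full effect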
Target sequence (P51684 whole entry, looked up): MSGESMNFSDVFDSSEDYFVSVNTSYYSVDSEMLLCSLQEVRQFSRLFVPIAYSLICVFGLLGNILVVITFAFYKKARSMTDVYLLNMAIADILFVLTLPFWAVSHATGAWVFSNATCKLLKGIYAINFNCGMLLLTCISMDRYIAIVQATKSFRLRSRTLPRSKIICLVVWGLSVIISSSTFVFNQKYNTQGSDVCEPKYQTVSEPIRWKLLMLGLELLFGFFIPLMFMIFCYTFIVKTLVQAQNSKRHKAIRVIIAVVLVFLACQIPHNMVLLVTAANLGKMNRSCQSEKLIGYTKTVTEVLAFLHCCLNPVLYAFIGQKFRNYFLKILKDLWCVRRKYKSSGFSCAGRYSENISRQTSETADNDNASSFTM
A3G deaminase – APOBEC3G DNA deaminase inhibitors, primary screen, biochemical, fluorescence, single-stranded DNA substrate, uHTS; DNA dC->dU-editing enzyme APOBEC-3G (Homo sapiens), Q9HC16; recombinant A3G, ssDNA deamination FAM/TAMRA fluorescence; inhibition, % at 20 µM; hit rate 0.28% among 330,000; AID 493012, 2011;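 active means inhibition of at least 40% at 20 µM, with no more than 30% in the related APOBEC3A deaminase screen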;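 further: plate controls were DMSO wells with A3G for no effect and wells lacking A3G enzyme for full effect; some compounds called inactive have numbers as strong as hits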
Target sequence (Q9HC16 whole entry, looked up): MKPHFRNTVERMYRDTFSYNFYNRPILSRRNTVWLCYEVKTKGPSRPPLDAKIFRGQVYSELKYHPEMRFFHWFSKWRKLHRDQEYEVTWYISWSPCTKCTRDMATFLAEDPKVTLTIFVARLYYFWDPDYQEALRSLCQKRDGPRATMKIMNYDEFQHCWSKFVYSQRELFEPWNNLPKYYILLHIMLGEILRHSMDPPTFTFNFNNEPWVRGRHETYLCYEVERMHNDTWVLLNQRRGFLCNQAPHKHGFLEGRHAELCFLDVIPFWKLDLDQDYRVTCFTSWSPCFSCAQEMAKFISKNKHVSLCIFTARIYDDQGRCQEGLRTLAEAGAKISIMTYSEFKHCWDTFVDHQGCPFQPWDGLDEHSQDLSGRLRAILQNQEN
NR3A LBD binder – binders of NR3A ligand-binding domain, primary screen, biophysical, differential scanning fluorimetry, uHTS; Tm shift relative to glycine control, % at 25 µM; AID 1259313, 2017; hit rate 2.5% among 340,000; Glutamate receptor ionotropic, NMDA 3A (GRIN3A) ligand-binding domain; NR3A LBD differential scanning fluorimetry, Tm shift; 0% = protein alone, 100% = glycine-bound protein;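 active means melting temperature shift of at least 10% of the positive control shift, at one fixed dose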
EBI2 antag – EBI2 receptor antagonists, beta-arrestin recruitment, primary screen, cell-based, luminescence, 7a,25-OHC stimulation, uHTS. G-protein coupled receptor 183 (Homo sapiens), P32249. 7a,25-OHC stimulated. inhibition, % at 5 µM. hit rate 0.81% among 360,000. AID 651636, 2012; in the data active means inhibition above about 38%;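 further: enzyme fragment complementation signal reports receptor beta-arrestin coupling in cells; 0% = agonist plus DMSO wells and 100% = wells without agonist; some results beyond the cut were filed as inactive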
CXCR6 block – CXCR6 receptor inhibitors, primary screen, cell-based, beta-arrestin, luminescence, CHO-K1 PathHunter, 1536-well; C-X-C chemokine receptor type 6 (Homo sapiens), O00574; hit rate 0.36% among 360,000; inhibition, % at 20 µM; AID 602244, 2012; in the data active means inhibition above about 34%, passing the limit was not always enough;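 further: antagonist mode with CXCL16 agonist at 10 nM final; 0% = 10 nM CXCL16 with DMSO and 100% = unstimulated wells without agonist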
Target sequence (O00574 whole entry, looked up): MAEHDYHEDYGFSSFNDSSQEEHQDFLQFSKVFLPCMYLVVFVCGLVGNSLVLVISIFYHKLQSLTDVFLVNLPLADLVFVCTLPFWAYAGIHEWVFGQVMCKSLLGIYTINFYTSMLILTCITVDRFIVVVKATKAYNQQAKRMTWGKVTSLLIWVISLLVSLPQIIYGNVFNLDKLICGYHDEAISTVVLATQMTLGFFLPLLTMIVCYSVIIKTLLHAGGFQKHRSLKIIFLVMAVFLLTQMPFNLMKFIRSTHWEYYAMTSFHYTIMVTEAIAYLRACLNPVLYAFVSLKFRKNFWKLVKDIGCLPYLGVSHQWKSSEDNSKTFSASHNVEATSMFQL
MPTP inh – mitochondrial permeability transition pore inhibitors, primary screen, biochemical, isolated mouse mitochondria, absorbance; Ca2+ swelling absorbance, 30 min; inhibition, % at 10 µM; hit rate 1.4% among 360,000;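 active means inhibition of 50% or more, scaled per plate between neutral and stimulator controls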;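 further: 0% = DMSO wells given calcium and 100% = 1 mM EGTA wells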
Numbers without * were called inactive; nt = no result given; & = joins results of further samples.

SMILES	Gli-Sufu block	A3A deaminase	CCR6 antag	A3G deaminase	NR3A LBD binder	EBI2 antag	CXCR6 block	MPTP inh
CC(C)CC(=O)N1CCN(CC2CC=CCC2)CC1 (stereo not given)	-1	1	8	-1	-3	2	-1	1.1
COc1cccc(CNC(=O)C2CCCN(c3ncnc4c3nc3n4CCCCC3)C2)c1 (stereo not given)	16	2	0	2	0	7	-3	-0.8
CCOc1ccc2c(c1)c(N=NC(N)=S)c(O)n2C	-10	10	20	5	0	5	8	1.2
Nc1ccc(N2CCN(C(=O)c3cccs3)CC2)cc1	7	0	0	3	-1	1	2	-4.5
N#CCSc1nnc(Nc2ccccc2)s1	6	4	7	-5	-1	4	-7	-0.6
COc1ccc(C(=O)Nc2ccccc2C(=O)Nc2ccccc2C(=O)O)cc1	-60	-8	-22	-9	-1	-5	1	21
CN(Cc1cccc(C(F)(F)F)c1)C(=O)C1CCC(=O)N(CC2CCCCC2)C1 (stereo not given)	-1	-5	3	-9	-1	5	-4	0.0
O=C(COc1ncnc2ccccc12)Nc1cc(S(=O)(=O)N2CCOCC2)ccc1Cl	17	1	11	-5	-2	11	1	-0.4
CCCCn1c(N)c(N(CC)C(=O)c2ccncc2)c(=O)[nH]c1=O	-3	2	4	-1	0	-3	-4	0.3
COc1cc(C(=O)O)ccc1O	-3	-2	-3	-7	-3	-9	5	-0.5
CC(C)(C)OC(=O)N1CCC[C@@H]1CO	-4	0	14	-6	-2	4	-2	-4.1
CCCCCC(O)CCC(=O)NNC1=CC(=O)CC(C)(C)C1 (stereo not given)	8	2	-8	-3	-2	-2	-1	-0.8
Cc1ccc(-c2nnc(SCC(=O)Nc3cccnc3Cl)n2N)cc1	1	-2	-4	-8	0	3	-3	-1.0
CC(C)CCNC(=O)CN1N=C(c2ccc(Cl)cc2)CCC1=O	-8	2	15	-5	-3	1	2	-0.1
CCc1nnc(NC(=O)CCC(=O)N2CCN(c3cc(Cl)ccc3C)CC2)s1	-4	-6	-8	-7	4	0	5	-0.9

As entered above:
In CXCR6 block, Cc1ccc(-c2nnc(SCC(=O)Nc3cccnc3Cl)n2N)cc1 is listed with -3
In A3A deaminase, Nc1ccc(N2CCN(C(=O)c3cccs3)CC2)cc1 is listed with 0
In CCR6 antag, CCOc1ccc2c(c1)c(N=NC(N)=S)c(O)n2C is listed with 20
In NR3A LBD binder, CC(C)(C)OC(=O)N1CCC[C@@H]1CO is listed with -2

(more compounds)
SMILES	Gli-Sufu block	A3A deaminase	CCR6 antag	A3G deaminase	NR3A LBD binder	EBI2 antag	CXCR6 block	MPTP inh
N#CCC(=O)N1CCCCCC1	1	0	1	2	1	-11	0	-0.1
Cc1ccc(CSc2nnc(SCC(=O)N/N=C/C=C/c3ccco3)s2)cc1	-11	7	14	-3	2	23	-5	2.1
COc1cccc(CNCc2ccc(SC)cc2)c1OC	-3	3	7	0	1	2	3	-0.2
CCCCCC(=O)Nc1cccc(C2=NOC3(C2)C[C@H](C(N)=O)N(C(=O)COc2ccc(Cl)cc2)C3)c1 (stereo not given in full)	7	1	7	-3	-28	16	-2	1.4
O=C(Nc1ccccn1)c1ccc(S(=O)(=O)c2ccc(Cl)cc2)cc1	5	6	2	14	5	2	-6	0.3
Cc1cc(-n2c(C)cc(C(=O)CN3C(=O)C(=O)N(C)C3=O)c2C)no1	-4	-7	12	-7	1	-9	-3	-0.7
COc1ccc(C(=O)Nc2ccc3c(c2)C(=O)N(C)C3=O)cc1OC	-9	2	-1	-1	2	-6	1	0.8
CCC(CC)C(=O)Nc1nnc(-c2cccs2)s1	-8	0	2	4	1	-18	4	0.0
CCOC(=O)Cn1ncn(-c2ccc(OC(F)(F)F)cc2)c1=O	7	-6	-3	4	0	-2	-3	0.9
NC(=O)C1CCN(C(=O)NC2CC(=O)N(c3ccc4c(c3)OCCO4)C2)CC1 (stereo not given)	-13	-3	2	-10	1	-1	2	-2.1
CCOc1ccc(-n2c(O)c(/C=N/c3ccnn3Cc3ccncc3)c3ccccc3c2=O)cc1	63*	3	14	-4	-2	11	6	-0.4
O=C(CCc1ccccc1)Nc1ccc(NC(=O)c2ccco2)nc1	-35	-1	0	0	-2	-8	4	-1.4
Cc1ccc(NC(=O)CSCC(=O)N2CCOCC2)cc1	-8	-3	-3	-6	1	-5	6	2.1
COc1ccc(NC(=O)c2ccccc2NC(=O)C2CCCCC2C(=O)O)cc1 (stereo not given)	-28	nt	-1	nt	-7	10	-11	-1.1
C[C@@H]1CN([C@H](C)CO)C(=O)c2cc(NS(=O)(=O)c3cn(C)cn3)ccc2O[C@@H]1CN(C)S(C)(=O)=O	-1	-4	-8	-5	-1	-11	-9	0.1
CC(C)c1ccc(-c2c(C#N)c(N)nc3c2CCCCC3)cc1	3	39	17	7	1	7	2	-0.6
CCC(CC)C(=O)N1CCN(c2ccccc2)CC1	4	-2	8	-2	0	-9	1	2.9
CC1CCCC(C)N1C(=O)COc1cccc(Oc2ccccc2)c1 (stereo not given)	3	1	14	-1	2	1	-3	-0.1
COc1ccc(C(=O)NC(=S)NNC(=O)c2ccc(NC(C)=O)cc2)cc1Br	-9	-5	27	-10	4	8	20	3.0
O=C(CSc1ncn[nH]1)N1N=C2/C(=C/c3ccco3)CCCC2C1c1ccco1 (stereo not given)	12	2	10	-6	-2	3	4	4.8
COC(=O)COc1ccc2occ(C(C)=O)c2c1	0	0	-11	-5	-1	-6	-5	-0.7
COc1ccccc1C(=O)Nc1ccc(OCC(=O)N2CCCCC2C)cc1 (stereo not given)	-6	2	6	2	0	-13	-5	-1.3
CCN(CC)S(=O)(=O)c1ccc(C)c(C(=O)Oc2cccc(-c3cnc4ccccc4n3)c2)c1	-10	-1	25	-6	1	26	-3	3.2
COC(=O)c1[nH]c2ccccc2c1Sc1ccccc1	-1	2	-1	0	4	6	10	0.9
Cc1ccc(NC(=O)CN2C(=O)CSc3ccc(S(=O)(=O)N4CCCCC4)cc32)cc1	-7	-3	4	-4	-4	4	4	0.7
COc1ccc2c(c1)C(=O)N1[C@H]3c4cc(Br)ccc4OC[C@@H]3[C@H](c3ccccc3)[C@]1(C)C(=O)N2	-3	-1	-4	-9	2	15	-2	0.3
CN(C1CCCCC1)S(=O)(=O)c1ccc2c(c1)CCC(=O)N2	-3	-4	-1	-7	2	5	-7	-2.1
O=C(Cn1ccc(NC(=O)OCc2ccccc2)nc1=O)NCc1nc2ccccc2[nH]1	21	-2	-1	-7	1	-10	-1	-0.7
Cc1ccc(NC(=S)N(CCCN2CCOCC2)Cc2ccccn2)cc1	0	2	-10	3	-10	-5	-4	0.8
COCCCNC(=S)NNC(=O)Cn1nc(C)c(Br)c1C	1	-8	-1	-10	-2	-18	-4	-0.8
COc1cccc(NC2=C(C#N)C(=O)NC(c3cccc(OC)c3O)S2)c1 (stereo not given)	4	-4	7	-8	7	4	-6	0.3
O=C(c1ccc(=O)[nH]n1)N1CCN(S(=O)(=O)c2ccc(C(F)(F)F)cc2)CC1	1	0	2	-2	1	5	7	1.4
O=C(CN(C(=O)c1ccccc1Cl)N1C(=O)CCCC1=O)c1ccc(Cl)cc1	1	3	3	-2	-1	2	-4	2.7
CCCCOc1ccc(CSc2nncn2N)cc1	-36	-1	2	-3	0	-2	-2	-2.6
COc1ccc(S(=O)(=O)N2CCOC2CNC(=O)C(=O)NCc2ccco2)cc1OC (stereo not given)	-2	10	3	2	1	-5	-3	0.4
CCCNC(=O)C(Cc1ccc(C(F)(F)F)cc1)NC(=O)c1ccc(C#N)cc1 (stereo not given)	32	0	13	-9	0	3	-4	-1.6
O=C(NCCc1csc(-c2cccnc2)n1)c1cccs1	-6	1	-1	-5	5	-5	-2	0.9
C/C(=N\NC(=O)c1ccc(Br)cc1)c1cccc(NC(=O)c2cccnc2)c1	-14	-1	-7	-5	-2	-1	-7	1.5
Cc1ccc(NC(=O)NNC(=O)COc2ccc3ccccc3c2)cc1	2	-4	-4	-9	0	-1	2	1.2
Cc1ccc(C)c(C(=O)CSc2n[nH]c(C(C)C)n2)c1	-31	2	-3	-3	-2	0	2	-0.4
O=C(CN1C(=O)c2ccc([N+](=O)[O-])cc2C1=O)NCc1ccc(C(=O)O)cc1	11	-9	-6	-7	1	-2	-2	-0.1
CCN(CC)C(=O)Cn1c(=O)oc2ccccc21	1	-2	-7	-9	-1	-3	3	1.6
COc1cc2ccccc2cc1C(=O)NC1CCCC1	-26	-2	1	-6	0	7	-1	-1.6
Cc1ccc(N2C(=O)CC(Cn3nc(C)cc3C)C2=O)cc1 (stereo not given)	26	1	-10	0	-4	-5	-7	-0.4
COc1ccc(S(=O)(=O)Nc2ccc3c(c2)COC3=O)cc1OC	0	4	-1	0	0	-27	0	-1.4

Just CXCR6 block (2 entries from above):
SMILES	CXCR6 block
CCc1nnc(NC(=O)CCC(=O)N2CCN(c3cc(Cl)ccc3C)CC2)s1	5
O=C(NCCc1csc(-c2cccnc2)n1)c1cccs1	-2

Carrying on:
SMILES	Gli-Sufu block	A3A deaminase	CCR6 antag	A3G deaminase	NR3A LBD binder	EBI2 antag	CXCR6 block	MPTP inh
NC(=O)/C(=C/c1ccco1)NC(=O)/C=C/c1ccccc1	6	2	5	0	4	-14	-11	0.0
O=C(CSc1nnc2ccc(-c3ccncc3)nn12)N1CCCCC1	3	2	-3	2	-2	-7	-15	0.5
O=C(NCc1ccccc1)c1cccc(COc2ccc(Cl)cc2)c1	-101	3	28	-1	-6	18	7	0.2
Cc1cc(NC(=O)CN2C(=O)NC3(CCCCC3)C2=O)no1	7	0	10	2	0	-7	-7	0.8
COC(=O)[C@@]1(Cc2ccc(OC)cc2)[C@H]2c3cc(C(=O)N4CCCC4)n(Cc4c(CO)[nH]cc(C)c4=O)c3C[C@H]2CN1C(=O)c1ccccc1	-19	-1	7	-10	-2	nt	nt	nt
Cc1cnc(C(=O)Nc2cc(S(=O)(=O)N3CCOCC3)ccc2N2CCN(C)CC2)cn1	9	3	7	-3	1	0	5	0.1
CCOC(=O)N1CCC(N2CCN(Cc3ccccc3)C(CCO)C2)CC1 (stereo not given)	6	1	-8	-3	0	-9	-2	-1.5
COc1ccc(C2CC(c3ccco3)n3ncnc3N2)cc1 (stereo not given)	57*	7	2	4	1	0	6	-2.0
c1cc(Nc2ncnc3sccc23)cc(-c2nnc3n2CCCCC3)c1	-8	-2	-9	-2	2	-11	0	0.8
CCOC(=O)C1=C(C)Nc2nnnn2C1c1cccc(OC)c1OC (stereo not given)	11	1	2	2	-1	7	-1	3.7
CC(C)Cc1nc(SCC(=O)N2CCCC2)c2c(=O)n(C)c(=O)n(C)c2n1	9	-3	9	-9	-1	-10	1	-0.6
Cc1ccccc1/C=C1\SC(=S)N(/N=C/c2cc([N+](=O)[O-])ccc2O)C1=O	-5	4	18	2	7	-8	1	80*
CCCCOCCCNC(=O)/C=C/c1ccccc1Cl	4	-3	-1	-7	-1	12	0	-4.5
C=CCn1c(SCC(=O)N2CCOCC2)nc2scc(-c3ccco3)c2c1=O	-7	13	19	17	-1	-3	-2	4.3
N#CC(=C=[N-])c1nc2ccccc2nc1-[n+]1cccc(NC(=O)c2ccccc2)c1	9	4&3	4	0&-3	2	-1	11	1.7
CC1c2cccn2CCN1S(=O)(=O)c1ccc(F)cc1 (stereo not given)	10	-1	-1	-3	-2	7	10	-0.5

Screening results (PubChem BioAssay)
